# High-throughput results from PubChem BioAssay.
# H9c2 TAG inh – inhibitors of triacylglycerol accumulation. 0.66% of 230,000 active. H9c2 cells, Nile Red lipid (TAG) fluorescence; cells loaded with 200 µM oleic acid. inhibition, % at 12.5 µM;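 active = pattern-corrected inhibition of lipid staining of at least 50% with the nuclear-stain viability signal not falling by more than 50%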;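 note: 0% = DMSO wells and 100% = triacsin C control wells; some results filed as inactive read as strong as hits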
# H9c2 TAG inh DAPI viability – recorded beside H9c2 TAG inh, whose call it bears; DAPI nuclei signal change (viability), lower = more cytotoxic, %;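 whole-well DAPI fluorescence read on a plate reader as a viability signal; minus 50 percent equals half of cells still viable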
# Active calls of the source: *; i = inactive; & = joins results of further samples.
no.	SMILES	H9c2 TAG inh	H9c2 TAG inh DAPI viability
1	COc1ccc(S(=O)(=O)N2CCc3ccccc32)cc1C(=O)NCc1ccco1	-4.7	-0.6
2	Cn1c(CNC(=O)Nc2cccc(Cl)c2)nnc1SCc1ccccc1	-191.8	-15.7
3	O=C(Nc1ccc(Oc2ccccc2)nc1)C1CCN(Cc2ccccc2)CC1	-7.1	1.7
4	COC(=O)C(O)(NC(=O)c1ccncc1)C(F)(F)F (configuration not stated)	-14.7	5.9
5	CCOC(=O)C(=O)Nc1ccc(OC)c(Cl)c1	6.9	-10.0
6	Cc1ccccc1OCCn1cc(C(=O)C(=O)N2CCOCC2)c2ccccc21	-1.0	-5.1
7	COc1ccc(-c2cc(C(=O)Nc3cc(C)nn3-c3ccccc3)no2)cc1OC	-7.6	5.6
8	COc1cccc(C(=O)Nc2c(C(N)=O)oc3ccccc23)c1	13.1	0.6

# Full records from above.
# `CCOC(=O)C(=O)Nc1ccc(OC)c(Cl)c1` as listed: H9c2 TAG inh = 6.9; H9c2 TAG inh DAPI viability = -10.0
# `COC(=O)C(O)(NC(=O)c1ccncc1)C(F)(F)F` (configuration not stated) as listed: H9c2 TAG inh = -14.7; H9c2 TAG inh DAPI viability = 5.9

# Random excerpt: 2 compounds from above.
no.	SMILES	H9c2 TAG inh	H9c2 TAG inh DAPI viability
6	Cc1ccccc1OCCn1cc(C(=O)C(=O)N2CCOCC2)c2ccccc21	-1.0	-5.1
4	COC(=O)C(O)(NC(=O)c1ccncc1)C(F)(F)F (configuration not stated)	-14.7	5.9

# Next results:
no.	SMILES	H9c2 TAG inh	H9c2 TAG inh DAPI viability
9	O=C(Nc1ccncc1)c1ccc(Cl)c(S(=O)(=O)N2CCc3ccccc32)c1	-17.0	-2.4
10	CCCc1cnc(Nc2nc(C(N)Cc3ccc(OC)cc3)cs2)nc1 (configuration not stated)	14.6	-1.2
11	C#CCOCCOCCOCCNc1nc(N2CCN(C(=O)C([C@@H](C)O)n3cc([C@@H](N)CCCCN)nn3)CC2)nc(N2CCN(C(=O)[C@H](CC(N)=O)n3cc([C@@H](N)C(C)C)nn3)CC2)n1 (some centres not stated)	-3.4	13.0
12	CCOC(=O)c1c(NC(=O)CSc2nc3ccc(C)cc3[nH]2)sc2c1CC(C)(C)NC2(C)C	11.3	-2.2
13	O=C(N/N=C/c1cccs1)c1ccc(NC(=O)c2ccccc2Cl)cc1	14.7	-2.8
14	CCOc1ccccc1NC(=O)CN1c2cccc3cccc(c23)S1(=O)=O	-9.6	1.2
15	O=C(CN1C(=O)c2ccccc2S1(=O)=O)Nc1ccc(S(=O)(=O)N2CCCCC2)cc1	1.8	-1.9
16	COc1ccc(C2=NS(=O)(=O)N(C)C(C(=O)Nc3ccc(C)cc3)=C2)cc1	-9.2	-2.4
17	O=C(NC12CC3CC(CC(C3)C1)C2)c1cc2nc(-c3ccco3)cc(C(F)(F)F)n2n1	40.3	48.3
18	CN(CCc1ccccc1)C(=O)c1ccc(NC(=O)Cc2ccc(NC(=O)C3CCCN(C(=O)C4CCCC4)C3)cc2)cc1 (configuration not stated)	8.1	-2.5
19	Cc1csc(NC(=O)C2CCN(S(=O)(=O)c3ccc4c(c3)oc(=O)n4C)CC2)n1	-1.8	8.8
20	CCc1nc2oc3ccccc3c(=O)c2c(=O)n1-c1ccc(C)cc1	4.5	-0.5
21	O=C(Oc1c(-c2ccccc2)c(=O)n2c3c(cccc13)CC2)c1cccc([N+](=O)[O-])c1	-1.2	0.4
22	COc1ccc(-c2cc(C(F)(F)F)n3nc(C(=O)N4CCCC4)cc3n2)cc1	-6.6	16.4
23	CC(=O)c1ccc(OCC(=O)N2CCCC2c2ccc3c(c2)OCCCO3)cc1 (configuration not stated)	6.4	7.5
24	COc1ccc(C2C(C#N)=C(N)Oc3n[nH]c(C)c32)cc1Cn1nc(C)c([N+](=O)[O-])c1C (configuration not stated)	1.7	6.2
25	Cc1ccc(C2=NN(C(=O)CCCC(=O)O)C(c3ccc4c(c3)OCO4)C2)cc1 (configuration not stated)	-0.7	10.6
26	CCC1CCCCN1C(=O)c1nn2cccnc2c1Cl (configuration not stated)	-0.3	-17.1
27	CC(=O)c1ccc(NC(=O)COc2ccccc2C(=O)Nc2ccc(C)cn2)cc1	-5.1	11.0
28	COC(=O)c1cccc(CN2C(=O)C(C)Sc3ccc(C)cc32)c1 (configuration not stated)	-0.9	3.8
29	CC(=O)NC(c1ccccc1)c1nc(-c2cc(F)cc(F)c2)cs1 (configuration not stated)	-6.0	2.5
30	COc1ccc(Sc2ccc(-c3nc4cnccn4c3NC3CCCCC3)cc2OC)cc1	9.5	i
31	O=C(Nc1cccc(O)c1)c1ccc2c(c1)C(=O)N(Cc1ccco1)C2=O	-10.8	0.5
32	Nn1c(SCC(=O)NCCC2=CCCCC2)nnc1C1CCCCC1	2.1	7.7
33	O=C(N/N=C/c1ccc(Cl)cc1)c1ccc2nc[nH]c2c1	-6.6	-2.5
34	CC(=O)Nc1ccc(NC(=O)C(C)OC(=O)c2ccc3c(c2)OCCO3)cc1 (configuration not stated)	0.2	-4.5
35	COc1cccc(-c2cnc(C(O)c3ccc(Cl)c(F)c3)[nH]2)c1 (configuration not stated)	-20.4	9.9
36	Cc1sc2nc(SCC(=O)N3CCCCC3)[nH]c(=O)c2c1C	-3.0	-6.4
37	CC(C)C(=O)N1CCN(c2ccc(NC(=O)c3cccs3)cc2)CC1	24.8	-3.8
38	COc1cc(C2C(C#N)=C(N)OC3=C2C(=O)CC(C)(C)C3)cc2c1OCO2 (configuration not stated)	3.9	-3.6
39	CCOc1ccc(N(CC(=O)NCCSCc2ccco2)S(=O)(=O)c2ccc(C)cc2)cc1	-1.3	-4.9
40	Cc1cc(C)n2nc(SCC(=O)N3CCCCC3C)nc2n1 (configuration not stated)	8.3	-4.2
41	O=c1cn[nH]c2ccccc12	15.6	-13.2
42	Cc1nn(CCC(N)=S)c2nc(-c3cccs3)cc(C(F)(F)F)c12	9.8	25.2
43	O=C(NC1CCCC1)C(c1ccc(Cl)cc1)N1CCOCC1 (configuration not stated)	5.2	-1.2
44	Cc1ccc(-c2nnc(SCC(=O)Nc3cccnc3Cl)n2N)cc1	5.6	2.9
45	O=C(O)COc1ccc(Oc2ccccc2)cc1	9.6	0.7
46	O=C(CN1C(=O)NC(c2ccc(F)cc2)C1=O)Nc1ccc2c(c1)OCCO2 (configuration not stated)	10.4	0.8
47	Cc1ccc(C(=O)C2=C(O)C(=O)N(Cc3ccco3)C2c2cccc(Cl)c2)o1 (configuration not stated)	9.2	-2.6
48	O=C1CC(N2CCC(c3nc4ccccc4o3)CC2)C(=O)N1 (configuration not stated)	-7.7	-0.8
49	CS(=O)(=O)N(CC(=O)N1CCOCC1)c1cccc(F)c1	-5.7	2.1
50	CC(C)COc1ccc(C(=O)Nc2ccc(SC(F)F)cc2)cc1	-4.3	1.8
51	CC(=O)c1ccc(S(=O)(=O)N2CCN(CC(=O)Nc3ccnn3C3CCCC3)CC2)cc1	-0.7	-3.5
52	CCS(=O)(=O)NCc1cn2ccsc2n1	0.7	-5.0
53	Cc1nn(CC(=O)NCCC2=CCCCC2)c(C)c1S(=O)(=O)N(C)C	-7.6	-8.4
54	Cc1cccc(N2CC(C(=O)Nc3ccc4c(c3)OCO4)CC2=O)c1C (configuration not stated)	-5.2	-3.8
55	O=Nc1ccc(NO)c2ccccc12	29.9	-9.0
56	Cc1cccc(C)c1NC(=O)C(c1ccccc1)N1CC(=O)Nc2ccccc21 (configuration not stated)	-2.9	3.2
57	CCc1nn2c(=O)cc(COC(=O)c3cc(Cl)c(OC)c(OC)c3)nc2s1	2.3	2.1
58	CCOC(=O)N1CCN(C(=O)CCc2ccccc2)CC1	-8.0	3.6
59	COc1ccc(C(=O)NNC(=O)c2ccc(C)cc2)cc1S(=O)(=O)N1CCCC1	-8.5	8.4
60	CCOC(=O)N1CCN(C(=O)C2CCN(C(=O)Nc3ccccc3)CC2)CC1	10.3	-7.9
61	COc1ccc(Nc2nc(NCc3cccs3)nc3ccsc23)cc1OC	8.4	1.8
62	COc1ccccc1C1=Nn2c(nnc2C2CCCCC2)SC1	0.2	4.7
63	Cc1ccc(S(=O)(=O)N2CCN(Cc3nnc(-c4c(-c5ccccc5)noc4C)o3)CC2)cc1	-26.7	-1.0
64	CCC1(c2ccccc2)NC(=O)N(CC(=O)N2CC(=O)Nc3ccccc32)C1=O (configuration not stated)	18.9	0.2

# Going on with the list.
no.	SMILES	H9c2 TAG inh	H9c2 TAG inh DAPI viability
65	CC(=O)C1=C(O)C(=O)N(Cc2ccccc2)C1c1ccco1 (configuration not stated)	-18.8	5.7
66	COc1ccc(NC(=O)CSc2nnc(Cn3nnc4ccccc43)n2C)cc1	5.2	-0.1
67	CCCCCNCc1ccc(OCc2ccc(Cl)nc2)c(OC)c1	-8.6	12.7
68	Nc1ccc2c(O)cc(S(=O)(=O)O)cc2c1	-0.6	3.7
69	CC(c1ccccc1)N1C(=O)c2ccc(C(=O)Nc3ccc(Br)cc3C(=O)O)cc2C1=O (configuration not stated)	14.7	-1.8
70	O=C(NNS(=O)(=O)c1ccc([N+](=O)[O-])cc1)C1CCCCC1	8.3	2.6
71	O=C(CN1CCN(c2cccc(Cl)c2)CC1)N1CCCC1	-13.5	8.8
72	C=CCSc1nc2nc(C)cc(C)n2n1	7.0	4.8
73	Nn1cnnc1N/N=C/c1cc(Br)cc(Br)c1O	9.1	16.4
74	NC(=Nc1ccc(Br)cc1)c1ccccc1	-0.3	-3.9
75	COc1ccc(O)c(C=NCC(C)N=Cc2cc(OC)ccc2O)c1 (configuration not stated)	5.1	-10.8
76	CCOC(=O)c1cnc(Nc2ccc(OCC)cc2)nc1C	7.7	12.5
77	Cc1cccc(OCC(=O)N2CCC(N3CCOCC3)CC2)c1	12.6	-19.8
78	O=C(NCc1cccnc1)NC1(C(F)(F)F)Oc2ccccc2O1	15.7	-2.7
79	CN(CCC1CCOCC1)C(=O)CC1C(=O)NCCN1C/C=C/c1ccccc1 (configuration not stated)	-1.0	0.9
80	Cc1ccc(Oc2nc3c(C)cccn3c(=O)c2/C=C(\C#N)C(N)=O)cc1	-1.8	-2.1
81	CC12CCC(=O)N1c1c(sc3nc(N4CCOCC4)c4c(c13)CCCC4)C(=O)N2 (configuration not stated)	-4.2	28.4
82	CC(C)(C)OC(=O)CNC(=O)c1[nH]cnc1C(=O)Nc1ccc(CNC(=O)OC(C)(C)C)cc1	-13.6	-0.1
83	Cc1cccc(NC(=O)Nc2cccc(F)c2)n1	-9.3	2.0
84	Cc1cc(C)n2ncc(/C(N)=N/OC(=O)Nc3ccc(Cl)cc3)c2n1	-10.5	4.7
85	CCCCc1nnc(NC(=O)CC(=O)Nc2ccccc2C(=O)O)s1	-16.9	5.4
86	Cc1cc(C)c2c(N)c(C(=O)N/N=C/c3cccs3)sc2n1	-6.2	24.1
87	CC(O)C(NS(=O)(=O)c1ccc(Cl)cc1)C(=O)OCC(=O)N1CCN(c2ccccc2)CC1 (configuration not stated)	-0.7	-1.9
88	CCN(CC)S(=O)(=O)c1cc(NC(=O)Cc2n[nH]c(=O)c3ccccc23)ccc1C	-29.7	9.9
89	O=C(NC(=S)Nc1ccc2c(c1)OCCO2)c1ccc(F)cc1Cl	5.5	-11.9
90	Cc1ccc(CSc2nc3ncccc3[nH]2)cc1	-10.4	1.8
91	C=C[C@]1(C)C[C@@H](OC(=O)CSCCN(CC)CC)[C@]2(C)C(C)CC[C@]3(CCC(=O)[C@H]32)[C@@H](C)[C@@H]1O (some centres not stated)	5.5&11.2	-6.7&-3.0
92	CN(C)S(=O)(=O)c1ccc(C(=O)NN2C(=O)NC3(CCCCC3)C2=O)cc1	2.1	5.1
93	C#CCn1c(=NC(=O)CN2C(=O)CCC2=O)sc2cccc(C)c21	-1.5	3.1
94	Cc1cc(C)cc(-n2nnc(C(=O)NCc3ccc4c(c3)OCO4)c2N)c1	-13.9	4.4
95	O=C(Nc1ccccc1)NC1CC2CCC(C1)N2Cc1nnnn1Cc1ccc2c(c1)OCO2 (configuration not stated)	33.5	-4.5
96	CN(C)S(=O)(=O)c1cccc(C(=O)NCCCn2ccnc2)c1	3.5	3.3
97	COC(=O)c1ccccc1NC(=O)CSc1nc(N)cc(N)n1	-0.4	10.9
98	COc1ccc(-n2c(COc3cccc4cccnc34)nnc2SCC(=O)O)cc1	2.3	11.6
99	CC(=O)c1ccc2noc(-c3cccc(C)c3)c2c1	-15.2	-2.8
100	O=C(c1ccccn1)N(Cc1ccco1)C1(C(=O)NC2CCCCC2)CCCCC1	-23.7	9.3
101	CCCCN(c1ccccc1)c1ncnc2nc[nH]c12	-5.4	15.5
102	COc1cc(SC)ccc1C(=O)Nc1nc(C)cc(C)n1	6.3	-8.1
103	O=C(O)Cn1cc(/C=N/NC(=O)c2cc3cc(Br)ccc3o2)c2ccccc21	3.9	-0.8
104	O=C(Nc1ccc2c(c1)OCCO2)c1ccc(Br)o1	-14.2	0.8
105	CNc1cncc(-c2ccc(OCCCN(C)C)nc2)n1	-7.5	60.9
106	CC(C(=O)Nc1ccccc1)N(c1cccc(Cl)c1)S(C)(=O)=O (configuration not stated)	9.1	-6.7
107	O=C(CSc1ncccn1)Nc1ccc2c(c1)OCO2	0.5	0.4
108	O=C(Cc1csc(-c2ccccc2)n1)NCc1cccs1	-3.1	-4.2
109	CSc1ccc(Cl)c(C(=O)Nc2ccc(Cl)cn2)c1	-9.1	-1.6
110	CCOc1ccc2nc(NC(=O)CSc3nc4cccnc4n3C)sc2c1	10.8	0.6
111	COc1cc(NC(=O)CSc2nnc(-c3ccncc3)o2)cc(OC)c1OC	2.5	-3.8
112	CCN(CC)S(=O)(=O)c1cccc(C(=O)N/N=C/c2cccc(O)c2O)c1	25.6	-21.2
113	Cc1cccc(OC(C)C(=O)Nc2cc(Cl)ccc2-n2cncn2)c1 (configuration not stated)	-22.4	-5.0
114	Cc1cccnc1NC(=O)c1ccc(S(=O)(=O)N2CCC(C)CC2)cc1	3.1	2.8

# The list is partial; count on the stated rates, not on these rows.
